# Compound activity deposited in PubChem by University of Kansas High Throughput Screening Laboratory.
# Pf apPOL inh: Pf-apPOL inhibitors, biochemical, fluorescence. Plasmodium falciparum apicoplast DNA polymerase (apPOL). Recombinant Pf-apPOL, molecular beacon fluorescence, 1.5 h. inhibition, % at 10 µM. actives 0.25% (n = 210,000). AID 1794808, 2022
# mHTT CaM bind: mutant huntingtin-calmodulin interaction inhibitors – biochemical, AlphaScreen, primary screen; AID 1671202, 2021; actives 3.6% (n = 190,000); inhibition, % at 15 µM; AlphaScreen His-mHTT/GST-CaM binding, luminescence; P42858;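 note: 0% = both proteins with DMSO and 100% = one protein alone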
# Target sequence (P42858 whole entry, looked up, stated change not applied): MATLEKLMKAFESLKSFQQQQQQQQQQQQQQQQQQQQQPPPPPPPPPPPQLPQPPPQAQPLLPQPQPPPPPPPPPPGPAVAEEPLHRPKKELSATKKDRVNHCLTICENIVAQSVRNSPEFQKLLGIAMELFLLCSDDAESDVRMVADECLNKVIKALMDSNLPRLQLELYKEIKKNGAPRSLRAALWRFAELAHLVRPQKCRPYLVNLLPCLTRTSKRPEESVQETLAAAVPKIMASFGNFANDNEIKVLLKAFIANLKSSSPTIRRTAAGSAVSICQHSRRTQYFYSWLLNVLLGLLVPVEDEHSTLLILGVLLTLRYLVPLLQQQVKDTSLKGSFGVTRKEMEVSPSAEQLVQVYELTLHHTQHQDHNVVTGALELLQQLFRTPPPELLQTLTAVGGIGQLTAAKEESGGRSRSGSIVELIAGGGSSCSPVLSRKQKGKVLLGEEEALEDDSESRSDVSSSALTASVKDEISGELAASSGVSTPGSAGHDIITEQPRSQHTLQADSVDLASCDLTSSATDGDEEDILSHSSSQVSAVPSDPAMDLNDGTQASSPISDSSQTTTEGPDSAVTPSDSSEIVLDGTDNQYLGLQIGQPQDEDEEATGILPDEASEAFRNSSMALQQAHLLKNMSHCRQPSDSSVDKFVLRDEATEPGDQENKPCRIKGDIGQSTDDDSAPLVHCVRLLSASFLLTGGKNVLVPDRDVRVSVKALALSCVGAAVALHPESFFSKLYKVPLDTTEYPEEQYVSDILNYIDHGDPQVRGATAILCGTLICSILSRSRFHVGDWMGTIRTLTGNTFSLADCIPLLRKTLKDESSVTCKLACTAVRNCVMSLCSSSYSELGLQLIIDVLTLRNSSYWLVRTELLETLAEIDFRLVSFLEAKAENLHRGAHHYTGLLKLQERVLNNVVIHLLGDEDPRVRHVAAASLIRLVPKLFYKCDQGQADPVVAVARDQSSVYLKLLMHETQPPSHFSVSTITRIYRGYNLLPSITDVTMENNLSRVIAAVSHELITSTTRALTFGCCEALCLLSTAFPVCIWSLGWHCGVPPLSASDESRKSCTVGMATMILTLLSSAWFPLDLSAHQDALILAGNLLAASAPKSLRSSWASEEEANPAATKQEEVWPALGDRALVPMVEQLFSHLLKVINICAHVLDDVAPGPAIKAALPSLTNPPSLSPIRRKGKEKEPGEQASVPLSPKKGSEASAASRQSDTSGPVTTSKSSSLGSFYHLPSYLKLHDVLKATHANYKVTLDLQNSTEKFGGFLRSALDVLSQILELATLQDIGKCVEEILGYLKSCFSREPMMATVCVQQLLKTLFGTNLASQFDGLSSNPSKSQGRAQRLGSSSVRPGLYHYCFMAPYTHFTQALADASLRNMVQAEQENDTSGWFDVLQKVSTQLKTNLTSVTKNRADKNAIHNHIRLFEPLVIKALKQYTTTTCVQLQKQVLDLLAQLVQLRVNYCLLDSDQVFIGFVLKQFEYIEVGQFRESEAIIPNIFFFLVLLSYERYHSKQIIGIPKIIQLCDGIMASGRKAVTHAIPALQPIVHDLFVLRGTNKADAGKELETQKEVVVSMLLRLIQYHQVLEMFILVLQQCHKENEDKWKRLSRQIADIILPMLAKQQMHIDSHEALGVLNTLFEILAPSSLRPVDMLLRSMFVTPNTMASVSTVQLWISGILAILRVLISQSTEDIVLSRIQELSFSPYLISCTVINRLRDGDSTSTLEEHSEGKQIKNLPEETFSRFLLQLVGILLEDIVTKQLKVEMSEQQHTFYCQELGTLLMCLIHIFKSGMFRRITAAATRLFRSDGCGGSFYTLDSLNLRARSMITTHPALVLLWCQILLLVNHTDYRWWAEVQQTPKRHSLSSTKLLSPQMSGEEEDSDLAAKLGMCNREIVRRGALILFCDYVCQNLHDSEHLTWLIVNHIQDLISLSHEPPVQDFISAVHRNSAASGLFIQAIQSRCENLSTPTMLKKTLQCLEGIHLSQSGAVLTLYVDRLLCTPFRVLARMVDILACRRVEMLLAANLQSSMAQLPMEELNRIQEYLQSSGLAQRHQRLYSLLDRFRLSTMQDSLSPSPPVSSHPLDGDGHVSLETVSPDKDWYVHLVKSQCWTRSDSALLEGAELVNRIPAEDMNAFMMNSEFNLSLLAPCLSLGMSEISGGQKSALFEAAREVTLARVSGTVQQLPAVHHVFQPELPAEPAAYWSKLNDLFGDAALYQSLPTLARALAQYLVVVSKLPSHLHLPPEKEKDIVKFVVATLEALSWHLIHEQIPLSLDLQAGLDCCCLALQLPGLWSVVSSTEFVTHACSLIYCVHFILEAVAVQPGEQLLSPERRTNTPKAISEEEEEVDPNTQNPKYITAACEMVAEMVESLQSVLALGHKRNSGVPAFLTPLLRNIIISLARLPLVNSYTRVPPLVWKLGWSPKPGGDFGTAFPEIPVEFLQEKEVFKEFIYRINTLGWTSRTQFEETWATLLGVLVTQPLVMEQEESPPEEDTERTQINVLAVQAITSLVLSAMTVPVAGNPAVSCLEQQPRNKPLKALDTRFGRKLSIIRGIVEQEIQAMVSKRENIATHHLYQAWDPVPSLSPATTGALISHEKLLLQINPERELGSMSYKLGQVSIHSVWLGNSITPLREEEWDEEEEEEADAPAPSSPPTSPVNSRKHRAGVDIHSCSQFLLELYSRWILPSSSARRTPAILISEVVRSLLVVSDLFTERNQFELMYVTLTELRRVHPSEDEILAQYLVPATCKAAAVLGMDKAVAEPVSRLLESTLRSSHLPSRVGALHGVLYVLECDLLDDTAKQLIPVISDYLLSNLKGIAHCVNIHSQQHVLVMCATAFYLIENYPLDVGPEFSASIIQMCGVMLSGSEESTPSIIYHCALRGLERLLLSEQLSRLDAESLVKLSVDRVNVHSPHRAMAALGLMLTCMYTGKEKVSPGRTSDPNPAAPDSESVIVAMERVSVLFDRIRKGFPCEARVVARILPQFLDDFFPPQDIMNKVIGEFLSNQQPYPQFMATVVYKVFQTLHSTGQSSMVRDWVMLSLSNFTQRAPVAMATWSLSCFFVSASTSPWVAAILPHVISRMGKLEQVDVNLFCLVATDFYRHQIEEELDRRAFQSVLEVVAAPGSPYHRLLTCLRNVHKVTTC
# Numbers without * were called inactive; x = no result given; & = joins results of further samples. Cut-off read from the data, not from the text of the source: active = inhibition above about 50%; inactive = the rest.
# Value order: Pf apPOL inh, mHTT CaM bind
- O=C(O)CCC(=O)Nc1ccc(S(=O)(=O)N2CCOCC2)cc1
 : 1, -3
- CCN(CC)CCNC(=O)C1CCN(c2nnc3cccc(C)n23)CC1
 : -2, 10
- CCOC(=O)C1C(=O)C=C(c2ccc(C)cc2)CC1c1ccco1 (stereo unspecified)
 : -4, -12
- Cc1ccc(C2CC(c3cccs3)=NN2C(=O)c2ccc(Br)o2)cc1 (stereo unspecified)
 : -91, -1
- Fc1ccccc1C1CC(c2cccnc2)Nc2nc3ccccc3n21 (stereo unspecified)
 : -1, 10
- Nc1ncn(C(=O)/C=C/c2ccc(Br)cc2)n1
 : -2, 26
- C=CCNC(=O)C1CCC(c2cccc(C)c2)N(C(=O)c2ccc(F)cc2)C1 (stereo unspecified)
 : -3, 20
- COCCn1cc2c3c(cccc31)CN(C(=O)c1ccc(F)c(F)c1)CC2
 : -2, 61*
- COc1ccc(S(=O)(=O)Nc2nc(C(=O)NCc3ccco3)cs2)cc1
 : 8, -8
- COc1ccc(N(CN2C(=O)C3CCCCC3C2=O)C(C)=O)cc1 (stereo unspecified)
 : -5, 3
- COc1ccc(NC(=O)c2cn(-c3ccccc3)nc2-c2ccccc2)cc1
 : 0, 0
- CCN(CC)CCC(c1ccc(N(C)C)cc1)c1c(OC)cc(OC)c2c(C)cc(=O)oc12 (stereo unspecified)
 : -1, 94*
- COc1cc(OC)c(NC(=O)CC2COc3ccccc3NC2=O)cc1Cl (stereo unspecified)
 : -3, 9
- COc1ccc(-c2nc(-c3ccncc3)[nH]c(=O)n2)cc1
 : 0, x
- C=CCSc1n[nH]c(-c2cccs2)n1
 : -4, x
- CCOC(=O)c1ccccc1NC(=O)N1CCC(Cc2nc3cccnc3n2C)C1 (stereo unspecified)
 : -2, 18
- c1ccc(OCCN2CCCCC2)cc1
 : 0, -4
- COc1ccccc1CC(=O)N1CCN(c2ncnc3c2CCC3)CC1
 : -4, -4
- Cc1c(NC(=O)c2ccc(Cl)cc2Cl)c(=O)n(-c2ccccc2)n1C
 : 0, -1
- COc1ccccc1CC(=O)N1CCN(c2cc(-c3ccccc3C)ncn2)CC1
 : -5, 1
- O=C(c1cccc(F)c1)N1CCC(c2cnn(-c3cccc(F)c3)c2)CC1
 : -1, -10
- CCOC(=O)N1CCN(c2nc(Nc3ccc(OC)cc3)c3nccnc3n2)CC1
 : -4, 2
- O=C(Cn1nc(-c2cccs2)ccc1=O)Nc1nccs1
 : 8, -9
- Cc1ccc2[nH]c3c(c2c1)CCCC3NCCCOc1ccccc1 (stereo unspecified)
 : 9, 100*
- O=C(NCc1cc(-c2ccco2)on1)c1cccs1
 : -2, -15
- O=C(c1ccc(I)o1)N1CCc2ccccc2C1
 : -4, -4
- CCCCN1CCN(C(=O)C2CCc3sc(C(=O)N(C)C)cc3C2)CC1 (stereo unspecified)
 : 0, 4
- CCOc1ccccc1C=C1Oc2c(ccc(O)c2CN2CCN(CC)CC2)C1=O
 : -5, 24
- CC(=O)C1=C(O)C(=O)N(CC(=O)O)C1c1ccc(Br)cc1 (stereo unspecified)
 : -4, 7
- COc1cc(C(=O)Nc2c(C)cccc2C(C)C)c(Br)c(OC)c1OC
 : 2, 2
- O=C(O)c1cc([N+](=O)[O-])c(C(=O)O)cc1Oc1ccc(Cl)cc1Cl
 : -1, -1
- O=c1/c(=C/c2ccccc2)sc2n1CN(c1cccc(Br)c1)CN=2
 : -4, -13
- COc1cc(C(=O)NNS(C)(=O)=O)c(-n2c(C)ccc2C)cc1OC
 : -2, x
- O=C(NC(Nc1ccccc1F)C(=O)c1ccccc1)c1ccc(Cl)cc1 (stereo unspecified)
 : -7, 16
- COc1cccc(C(=O)Oc2ccc3c(=O)c(-c4ccc(Cl)cc4)coc3c2)c1
 : 0, 2
- CCOc1ccc(CNC(=O)c2ccc3c(c2)NC(=O)C(N2CCOCC2)S3)cc1OC (stereo unspecified)
 : -8, 2
- COc1ccc(-c2nc3c(c(=O)[nH]2)CCN(C(=O)Nc2ccc(C(F)(F)F)cc2)C3)cc1
 : 0, -18
- COc1ccc(OC)c(C2N(c3cc(C)on3)C(=O)C3CCCN32)c1 (stereo unspecified)
 : -3, 0
- N#CCCNNC1=NS(=O)(=O)c2ccccc21
 : x, -11
- COc1ccc(C(C)=O)cc1N1C(=O)C2C3C=CC(CC3)C2C1=O (stereo unspecified)
 : -13, 4
- CCN1CCN(Cc2c(O)ccc3c2OC(=Cc2cc(OC)ccc2OC)C3=O)CC1
 : -2, 2
- O=C1C2CCCN2C(c2ccc(Br)cc2)N1c1nccs1 (stereo unspecified)
 : -3, -4
- O=C(NCC1(O)CCOc2ccccc21)C1CC=CCC1 (stereo unspecified)
 : 1, -4
- Cc1cccc(N2CCN(C(=O)c3ccc(-c4nccnc4N(C)C)cc3)CC2)c1C
 : 0, 45
- O=C(C1=CN(c2ccc(F)cc2)c2cc(Cl)ccc2S1(=O)=O)N1CCCC1
 : -3, 7
- Cc1ccc(C(=O)O)cc1N=Cc1cc([N+](=O)[O-])cc([N+](=O)[O-])c1O
 : -4, -3
- CC1CCN(C(=O)C2CCN(c3nnc4ccc(C(F)(F)F)cn34)CC2)CC1
 : -4, -2
- O=C(NCc1ccccn1)c1ccc2ncnc(N3CCCCC3)c2c1
 : -5, -1
- O=C1c2cccc([N+](=O)[O-])c2C(=O)N1c1c[nH]c(=O)[nH]c1=O
 : -3, -1
- COCC(=O)N1CCCn2nc(-c3cccc(C)c3)cc2C1
 : -1, -3
- O=C(NCc1ccc(F)c(Cl)c1)C1CCCN(c2nnc3ccccn23)C1 (stereo unspecified)
 : -10, -1
- CC1=CC(=O)C2=C(C)CC(OC(=O)Cc3ccccc3)C3C(C)C(=O)OC3C12 (stereo unspecified)
 : -13, x
- COc1cccc(NC(=O)c2ccccc2N(Cc2ccccc2)S(C)(=O)=O)c1
 : -7, 6
- CCn1cnc2sc(C(=O)Nc3nc4ccc(Br)cc4s3)c(C)c2c1=O
 : -15, -2
- COc1cc(C2C=C(c3ccc(Cl)cc3)Nc3nnnn32)ccc1OC(F)F (stereo unspecified)
 : -7, -8
- N#Cc1c(-c2ccco2)cc(-c2cccs2)[nH]c1=O
 : 83*, x
- O=C(/C=C/n1c(=O)oc2ccccc21)c1ccccc1
 : -8, 11
- O=c1c2ccccc2ncn1C1CCN(S(=O)(=O)c2ccc(F)cc2)CC1
 : 0, -4
- CCc1ccc(C(=O)Nc2cccc(S(N)(=O)=O)c2)cc1
 : -19, x
- COc1ccc2nc(C#N)sc2c1
 : x, -2

# One compound at a time, as listed above:
# Listed for CCc1ccc(C(=O)Nc2cccc(S(N)(=O)=O)c2)cc1 : Pf apPOL inh: -19; mHTT CaM bind: x
# Listed for COc1cc(C2C=C(c3ccc(Cl)cc3)Nc3nnnn32)ccc1OC(F)F (stereo unspecified) : Pf apPOL inh: -7; mHTT CaM bind: -8
# Listed for O=C(NCc1ccc(F)c(Cl)c1)C1CCCN(c2nnc3ccccn23)C1 (stereo unspecified) : Pf apPOL inh: -10; mHTT CaM bind: -1

# Further records follow.
# Value order: Pf apPOL inh, mHTT CaM bind
- Nc1c(C(=O)Nc2ccc(Br)cc2)sc2[nH]c(=O)c(C(=O)O)cc12
 : -18, 48
- Cc1ccc(Cl)cc1NC(=O)Cn1cc2c(n1)CCCCC2
 : -3, -9
- COc1ccc(CNC(=O)C2CCN(c3nnc(-c4ccccc4)o3)CC2)cc1OC
 : -4, -3
- Clc1ccc(CN2CCc3ccccc3C2)cc1Cl
 : 1, -42
- CCN(CC)c1nc(-c2cccnc2)nc2ccccc12
 : 3, 17
- O=C(Nc1nc2ccccc2[nH]1)c1ccccc1F
 : -1, -2
- COCCNC(=O)N1CCC2(C1)C(=O)N(C)c1ccccc12 (stereo unspecified)
 : -1, -9
- COc1cccc(CNCc2ccccc2F)c1OC
 : -4, -2
- N#CC1=C(N)SC(N)=C(C#N)C1C1CCCCC1
 : -5, 12
- CC1CCCC1OCC(O)CN1CCOCC1 (stereo unspecified)
 : -13, -4
- O=C1NCCN1CCNS(=O)(=O)c1ccc(S(=O)(=O)c2ccccc2)s1
 : 6, x
- O=C1C2C3C=CC(C3=C3CCCC3)C2C(=O)N1Cc1ccccc1 (stereo unspecified)
 : -1, -8
- NC(=O)CC[C@H](N)C(=O)O
 : 11, x
- CSc1n[nH]c(NC(=O)c2cccs2)c1-c1ccccn1
 : 1&6, x
- O=C(O)Cc1n[nH]c(CNc2ccccc2)n1
 : -4, -4
- O=C(Nc1ccc(F)cc1)C1CCN(C2CCN(C(=O)C3CCC3)CC2)CC1
 : -4, -1
- CC(=O)N1CCN(c2nc3c(s2)CC(C(=O)NCc2cc(F)ccc2F)CC3)CC1 (stereo unspecified)
 : 0, 8
- COc1cc(/C=C2/NC(=O)N(Cc3ccc(Cl)cc3)C2=O)cc(Cl)c1OCC(=O)O
 : 20, 38
- COc1cccc(C(CC(=O)O)NC(=O)c2ccccc2)c1 (stereo unspecified)
 : 29, -8
- COc1ccc(/C=C2/C(=O)N(c3ccccc3)N=C2C)cc1
 : -4, 22

# Six consecutive records from above:
# Value order: Pf apPOL inh, mHTT CaM bind
- N#Cc1c(-c2ccco2)cc(-c2cccs2)[nH]c1=O
 : 83*, x
- O=C(/C=C/n1c(=O)oc2ccccc21)c1ccccc1
 : -8, 11
- O=c1c2ccccc2ncn1C1CCN(S(=O)(=O)c2ccc(F)cc2)CC1
 : 0, -4
- CCc1ccc(C(=O)Nc2cccc(S(N)(=O)=O)c2)cc1
 : -19, x
- COc1ccc2nc(C#N)sc2c1
 : x, -2
- Nc1c(C(=O)Nc2ccc(Br)cc2)sc2[nH]c(=O)c(C(=O)O)cc12
 : -18, 48

# Other compounds follow.
# Value order: Pf apPOL inh, mHTT CaM bind
- O=C(Nc1ccc(N2CCOCC2)cc1)c1ccc(-n2cccn2)cc1
 : 2, x
- COc1ccc(C(=O)NC(C)C23CC4CC(CC(C4)C2)C3)cc1 (stereo unspecified)
 : -5&-6, 2&-1
- CCOC(=O)c1oc2c(CN3CCN(C)CC3)c(O)ccc2c(=O)c1-c1ccccc1OC
 : -5, 2
- CC1(C)CC(=O)C2=C(C1)OC(N)=C(C#N)C2c1cn(-c2ccccc2)nc1-c1ccccc1 (stereo unspecified)
 : 1&-1, 76*
- O=C(NCc1ccccc1Cl)C(=O)NCC(O)c1ccsc1 (stereo unspecified)
 : -2, -14
- OCc1nnn(-c2nc(N3CCOCC3)nc(N3CCOCC3)n2)c1CO
 : -4, -5&-1
- CCOc1cccc(OCCN2CCOCC2)c1
 : 10, 1
- COc1ccc(C)cc1NC(=O)c1cc2c(C)nn(-c3ccccc3)c2s1
 : -1, -6
- CSc1cccc(NC(=O)C(=O)NCCC2=CCCCC2)c1
 : -6, -14
- COc1ccc(OC)c(S(=O)(=O)c2cc(OC)ccc2OC)c1
 : x, -10
- Cc1noc(C2CN(C(=O)Nc3cc(F)ccc3F)CC23CCOCC3)n1 (stereo unspecified)
 : -2, -4
- Cc1cccn2cc(C(=O)NCCN3CCCCC3)nc12
 : 0, -4
- Cc1cccc(S(=O)(=O)N2CC3CN(C(=O)c4cccnc4)CC(C2)O3)c1
 : -6, -4
- O=C(Cn1cc(-c2ccccc2)oc1=O)NCc1cccs1
 : -1, -8
- COCCCNC(=O)C1CCN(S(=O)(=O)c2ccc(Br)cc2)CC1
 : -5, -2
- Cn1c(SCC(=O)Nc2cc(=O)n(C)c(=O)n2C)nnc1C12CC3CC(CC(C3)C1)C2
 : -14, 1
- COc1ccc(CSc2nc3sc4c(c3c(=O)n2-c2ccccc2)CCN(C)C4)cc1
 : -1, 1
- Cc1ccc(Cl)cc1NC(=O)CCCN1C(=O)c2cccnc2C1=O
 : -31, 12
- COc1ccccc1CNC(=O)C1=C(C)C(=O)OC12CCC(C)CC2 (stereo unspecified)
 : 2, 0
- O=C(c1ccccc1Cl)N1CCc2nc3cc(-c4ccccc4)[nH]n3c(=O)c2C1
 : 3, 4
- O=C(CN1C(=O)C2C3C=CC(C3)C2C1=O)NCc1ccco1 (stereo unspecified)
 : -8, 2
- Cc1cc(Sc2ncnc(N)c2[N+](=O)[O-])nc(C)n1
 : -1, -2
- O=C1c2ccccc2NC(c2ccc(-c3cccc([N+](=O)[O-])c3)o2)N1O (stereo unspecified)
 : -8, 40
- COc1cc(C(=O)Oc2ccc3c(c2C)OC(=Cc2ccc4c(c2)OCO4)C3=O)cc(OC)c1OC
 : -9, 4
- CCC(CC)C(=O)N1CC(C)C(c2nc(-c3ccncc3)no2)C1 (stereo unspecified)
 : 0, 5
- O=C(Nc1ccccc1)Nc1nnc(-c2ccc([N+](=O)[O-])cc2)s1
 : 13, 11
- COC(=O)C(C)Oc1ccc2cc(-c3ccccc3)c(=O)oc2c1 (stereo unspecified)
 : -5, -12
- CCOc1ccccc1N(CC(=O)Nc1cc(C)ccc1C)S(C)(=O)=O
 : 0, 7
- CCNc1ncnc2c1oc1ccccc12
 : 4, -6
- CCC(C)(C(=O)NC1CCCCC1)N(Cc1cccs1)C(C)=O (stereo unspecified)
 : -1, 5
- COc1ccccc1-c1noc(C2CCCN2C(=O)CCc2ccccc2)n1 (stereo unspecified)
 : -4, 14
- O=S(=O)(NCC#CCN1CCc2ccccc2C1)c1ccc2c(c1)OCCO2
 : 1, 14
- Cc1cccc(NC(=O)N2CCC(c3cnn(-c4cccc(F)c4)c3)CC2)c1
 : -2, -21
- N#Cc1nc(COc2ccccc2Cl)oc1NCc1cccnc1
 : -1, 23
- Cc1nc(-c2ccc(F)cc2)sc1C(=O)N1CCC(C(C)C(=O)NCCC(C)C)CC1 (stereo unspecified)
 : -7, 9
- CCN1C(=O)C(CC(=O)N2CCCCCC2)Sc2ncccc21 (stereo unspecified)
 : 0, -6
- O=C1CCCC2=C1C(c1cc([N+](=O)[O-])ccc1O)C1=C(N2)c2ccccc2C1=O (stereo unspecified)
 : 4, 56*
- O=c1c(Nc2cccc(Cl)c2)nc2ccncc2n1Cc1ccccc1
 : 1, -6
- CC(C)c1nnc2n1CCN(C(=O)c1ccc3ccccc3n1)C2
 : -3, -5
